High-throughput results as filed in PubChem BioAssay.
TDP1 inh = inhibitors of human tyrosyl-DNA phosphodiesterase TDP1. Q9NUW8. 350,000 tested, 0.28% active. Potency, µM (highest dose often 130 µM), inactives show top-dose activity change, negative = inhibition, hits mostly inhibitors. recombinant TDP1, AlphaScreen DNA substrate cleavage. AID 485290; further: nearly all actives have a fitted effect of over 40% in size
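Enzyme-compound mixtures sat 15 min at room temperature, followed by a 5 min reaction with 15 nM final substrate and 10 min with AlphaScreen beads. Recombinant human Tdp1 was used at 1 nM final.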
TDP1 cell noCPT = qHTS for Inhibitors of human tyrosyl-DNA phosphodiesterase 1 (TDP1): qHTS in cells in absence of CPT. DT40 Tdp1-/- hTDP1 cells, no CPT, ATP luminescence, 48 h. Potency, µM (highest dose often 46.2 µM), for the others: at the highest dose activity change, negative = growth inhibition, hits mostly inhibitors. 420,000 tested, 15% active. AID 686978, 2013; further: nearly all actives have a fitted effect of over 55% in size
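DT40 Tdp1-/-;hTDP1 cells, no CPT (DMSO vehicle only), 400 cells/well; compounds pin-transferred; ≥48 hr, 37 °C; CellTiter-Glo 30 min RT dark, luminescence read.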
GCN5L2 inh = GCN5L2 (KAT2A) acetyltransferase inhibition; GCN5L2 HAT assay, ThioGlo1 CoA-SH fluorescence; 390,000 tested, 0.21% active; Potency, µM (doses to about 58.9 µM), inactives show top-dose activity change, negative = inhibition, actives largely listed as inhibitors; Q92830; AID 504327
Target sequence (Q92830 whole entry, looked up): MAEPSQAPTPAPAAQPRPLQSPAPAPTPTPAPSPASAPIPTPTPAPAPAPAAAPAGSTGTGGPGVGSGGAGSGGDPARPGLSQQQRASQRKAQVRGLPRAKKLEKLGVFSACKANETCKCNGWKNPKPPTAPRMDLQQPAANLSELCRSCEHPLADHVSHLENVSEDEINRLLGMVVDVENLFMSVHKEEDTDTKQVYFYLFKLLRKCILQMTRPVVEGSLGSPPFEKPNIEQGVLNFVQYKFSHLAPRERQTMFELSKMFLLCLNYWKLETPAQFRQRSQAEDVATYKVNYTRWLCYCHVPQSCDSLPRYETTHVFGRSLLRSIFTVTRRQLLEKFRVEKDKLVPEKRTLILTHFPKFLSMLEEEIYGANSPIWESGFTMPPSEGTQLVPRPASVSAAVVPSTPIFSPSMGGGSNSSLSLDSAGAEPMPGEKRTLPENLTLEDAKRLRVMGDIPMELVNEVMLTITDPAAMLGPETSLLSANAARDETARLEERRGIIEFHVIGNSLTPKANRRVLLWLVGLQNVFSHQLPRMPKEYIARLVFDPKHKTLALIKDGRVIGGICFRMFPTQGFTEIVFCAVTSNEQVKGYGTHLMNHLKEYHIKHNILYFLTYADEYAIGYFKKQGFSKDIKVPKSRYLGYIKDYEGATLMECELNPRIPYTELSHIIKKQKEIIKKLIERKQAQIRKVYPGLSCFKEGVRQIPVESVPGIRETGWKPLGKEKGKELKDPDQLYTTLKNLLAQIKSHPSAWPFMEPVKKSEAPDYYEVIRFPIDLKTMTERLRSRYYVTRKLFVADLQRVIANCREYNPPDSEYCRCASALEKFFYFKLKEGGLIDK
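Compounds, pin-transferred from DMSO stocks, meet 20nM GCN5L2 for 15 min before the reaction begins with H3(1-25) peptide (75uM) and acetyl-CoA (70uM). Thiol-reactive ThioGlo1 reports CoA release over 20 min at room temperature.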
Active calls of the source: *; u = inconclusive; x = not tested or not shown; & = joins results of further samples; [ ] = remark or other dose. The call rests on the fitted dose curve; in most records, active means well fitted curve in the direction sought with a large enough effect; inconclusive means small, poorly fitted or top-dose-only effect, or another doubt; inactive means no such curve, though single readings can be large; an effect the other way counts as inactive or inconclusive. On the % scale 0 is the no-effect control and ±100 the full control effect; potency means the concentration at half of the fitted maximal effect. These rows are one share of the data; the hit share may differ from the screen's.

molecule | TDP1 inh | TDP1 cell noCPT | GCN5L2 inh
CCN(CC)S(=O)(=O)c1ccc(/C=C/C(=O)O)cc1 | 11% | -1% | -7%
COc1cccc(C(=O)Nc2ccc(NC(=O)C3CC=CCC3C(=O)O)cc2)c1 (stereo unspecified) | -3% | 0% | -2%
O=C(O)Cn1cc(C(=S)N2CCCCC2)c2ccccc21 | 5% | 8% | -12%
COc1ccc(-n2c(=O)c3c4c(sc3n(Cc3ccc(F)cc3)c2=O)CCCC4)c(OC)c1 | 3% | 15µM* | -4%
CN(CC(O)COc1ccccc1F)C1CCCCC1 (stereo unspecified) | -5% | -3% | -1%
Cc1ccc(C(=O)N/C(=C\c2ccc(C(C)C)cc2)C(=O)NCCCN2CCOCC2)cc1 | 4% | u | -4%
O=C(Nc1ccc2oc(-c3ccc4ccccc4c3)nc2c1)c1ccc2c(c1)OCCO2 | -7% | 8.2µM* | -17%
CC(=O)N1CCN(c2ccc(NCc3ccc(-c4cccc(Cl)c4)o3)cc2)CC1 | 13% | x | -11%
Cc1cccc(N(C)S(=O)(=O)c2nnc(NC(=O)C3CCCCC3)s2)c1 | x | u | -5%
COc1c(C)cc(Br)cc1C(=O)Nc1cccc(NC(=O)c2ccco2)c1 | 9% | u | -8%
C#CCOCCOCCOCCNc1nc(N2CCN(C(=O)CCCCCCCCCCNC(=O)[C@H](CCCCN)n3cc(CCO)nn3)CC2)nc(N2CCN(C(=O)CCCCCCCCCCNC(=O)[C@@H]([C@H](C)O)n3cc(C)nn3)CC2)n1 | 11% | u | -25%
Cc1ccccc1OCC(=O)NNC(=S)NC(=O)c1ccco1 | 12% | 10µM* | -14%
COc1ccc(C(=O)N2CCN(c3ccccc3)CC2)cc1S(=O)(=O)NC1CC1 | -11% | 3% | 1%
Cc1ccc(S(=O)(=O)N2CCC(C(=O)OCC(=O)N3CC(=O)Nc4ccccc43)CC2)cc1 | 3% | -2% | -6%
O=C(NCc1ccco1)c1ccc([N+](=O)[O-])cc1Cl | x | -1% | -4%
Cc1ccc(-n2ncc3c2CC(C)(C)CC3NC(=O)CN2CCCC2=O)cc1 (stereo unspecified) | 0% | 0% | 0%
O=C(Cc1ccc(Cl)cc1)Nc1ncc([N+](=O)[O-])s1 | 4% | -29% | -8%
Cc1ccc(-c2nc(N)s[n+]2-c2ccccc2)cc1 | 8% | u | 6.3µM*
COc1ccc(/C=C2\SC(=S)N(CCCC(=O)NNC(=O)c3ccccc3O)C2=O)cc1 | -15% | 8.2µM* | 1%
COc1ccc(/C=C/C(=O)NCC(=O)n2nc(C)cc2C)cc1 | 2% | -11% | -1%
COc1ccc(C(=O)CC(=O)C(=O)Nc2cccc(C(C)=O)c2)cc1 | x | u | -3%
Cc1cc(C(=O)N2CCN(c3ccc(F)cc3)CC2)c2c(C)nn(-c3cccc(Cl)c3C)c2n1 | 2% | 15µM* | -3%
CCc1nnc(NC(=O)C2Cc3ccccc3CN2S(=O)(=O)CC)s1 (stereo unspecified) | 2% | 16% | -2%
Cc1ccc(-c2nc3nc(C)cc(N4CCN(c5cccc(C)c5)C(C)C4)n3n2)cc1 (stereo unspecified) | -2%[12.3 µM] | u | -5%
CCOc1ccc2oc(C(=O)N3CCCN(C)CC3)c(C)c2c1 | 0% | u | 2%

Part of the list above, field by field.
Cc1cccc(N(C)S(=O)(=O)c2nnc(NC(=O)C3CCCCC3)s2)c1
  TDP1 inh = x; TDP1 cell noCPT = u; GCN5L2 inh = -5%
Cc1ccc(-n2ncc3c2CC(C)(C)CC3NC(=O)CN2CCCC2=O)cc1 (stereo unspecified)
  TDP1 inh = 0%; TDP1 cell noCPT = 0%; GCN5L2 inh = 0%
COc1ccc(C(=O)N2CCN(c3ccccc3)CC2)cc1S(=O)(=O)NC1CC1
  TDP1 inh = -11%; TDP1 cell noCPT = 3%; GCN5L2 inh = 1%

In a second layout: three of the compounds above
Screens in order – TDP1 inh, TDP1 cell noCPT, GCN5L2 inh
CCN(CC)S(=O)(=O)c1ccc(/C=C/C(=O)O)cc1
    11%, -1%, -7%
COc1cccc(C(=O)Nc2ccc(NC(=O)C3CC=CCC3C(=O)O)cc2)c1 (stereo unspecified)
    -3%, 0%, -2%
O=C(O)Cn1cc(C(=S)N2CCCCC2)c2ccccc21
    5%, 8%, -12%

Next entries follow:
molecule | TDP1 inh | TDP1 cell noCPT | GCN5L2 inh
CC1=NN(C(=O)CCCc2ccccc2)C(O)(C(F)(F)F)C1 (stereo unspecified) | -6% | 1% | 2%
COc1cccc(-c2nc(NC3CCCC3)c3ccccc3n2)c1O | x | 18µM* | -6%
Cc1cc(NC(=O)CCC(=O)N(Cc2ccco2)C2(C(=O)NC3CCCC3)CCC(C)CC2)no1 (stereo unspecified) | 7% | u | -6%
FC(F)(F)Oc1ccc(Nc2nc(N3CCOCC3)nc(N3CCOCC3)n2)cc1 | 0% | 16µM* | -6%
CCC(=O)NC(c1ccc(N(C)C)cc1)c1c(O)ccc2ccccc12 (stereo unspecified) | 8% | u | 3%
COc1cc(C2C(C#N)=C(N)OC3=C2C(=O)CC(C)(C)C3)ccc1OC(=O)N1CCOCC1 (stereo unspecified) | 5% | -15% | 1%
Cc1ccc(CN2CCCOCCS2(=O)=O)cc1 | x | -8%&-16% | -6%
CC1(C)CC(=O)C2=C(C1)NC(=O)CC2c1ccc(F)cc1 (stereo unspecified) | 1% | -2% | -1%
CCOC(=O)N1CCN(CC(=O)Nc2ccc([N+](=O)[O-])cc2C(=O)Nc2ccccc2F)CC1 | 3% | 9.2µM* | -3%
COc1ccc(S(=O)(=O)N2CCOCC2)cc1NC(=O)COc1ccccc1OC | 8% | -19% | -6%
O=C(Nc1nc2nc(-c3ccccc3)cc(=O)n2[nH]1)c1ccc(Cl)cc1 | 22% | -1% | -8%
c1ccc(OCc2nn3c(-c4ccncc4)nnc3s2)cc1 | 1% | u | -3%
CC(C)C(=O)Nc1ccccc1OCc1cc(=O)n2ccccc2n1 | 0% | -15% | 2%
CC(C)CC(=O)Nc1nnc(SCC(=O)NCc2ccc3c(c2)OCO3)s1 | 4% | -6% | -8%
CCn1cc(/C=N/N=C2\CCC3C4CCc5cc(O)ccc5C4CC[C@]23C)c(C)n1 (stereo partly specified) | 8% | 21µM* | -4%
CC(C)NC(=O)COc1ccc(S(=O)(=O)N(C)Cc2ccccc2)cc1 | 1% | u | 2%
NS(=O)(=O)c1ccc(CNC(=O)CCS(=O)(=O)Cc2ccccc2)cc1 | 2% | 1% | -6%
Cc1ccc(OCC(=O)Nc2ccc3nc(SCC(=O)N(C)c4ccccc4)sc3c2)cc1 | 5% | 15µM* | -14%
CSc1nc(NC(C)=O)nc(C)c1Cl | 3% | -20% | 1%
CCOc1cc2[nH]c(=O)n(CCC(=O)NCc3ccc(OC)cc3)c(=O)c2cc1OCC | 3% | 0% | -10%
Cc1ccc(NC(=O)c2ncn(CC(=O)N3CCN(c4ccccn4)CC3)n2)cc1C | 0%[56.1 µM] | u | 1%
C/C(CC1CC2=C(CC1(C)C)C(C)(C)CCC2)=N\NC(N)=S (stereo unspecified) | 7% | 5.8µM* | -7%
O=C(/C=C/c1ccc(Cl)cc1)N1CCC(c2nc3ccccc3o2)CC1 | 3% | u | -6%
C/C=C/C(=O)Nc1cccc(C2=NOC3(C2)C[C@H](C(N)=O)N(C(=O)/C=C/C)C3)c1 (stereo partly specified) | 1% | -2% | -20%
CCOc1ccccc1CNC(=O)CCCN1C(=O)c2cccnc2Oc2ccc(Cl)cc21 | 5% | u | -10%
O=C(Cc1c(C(=O)O)[nH]c2ccccc12)Nc1cccc(C(F)(F)F)c1 | 6% | 0% | 0%
Cc1cc(C)cc(Nc2cc(C(=O)NCCCN(Cc3ccccc3)C(C)C)c3ccccc3n2)c1 | 3% | 3.3µM* | -19%
CCNC(=O)CCS(=O)(=O)c1ccc2ccccc2c1 | 8% | 13% | 2%
CCC(C)Oc1ccc(C(=O)Nc2ccc(CN3CCOCC3)cc2)cc1 (stereo unspecified) | x | 15µM* | -3%
COc1ccc(-c2c(C#Cc3ccsc3)c3cc(-c4ccc5c(c4)OCCO5)ccc3n2C)cc1 | 0% | -7% | -1%
Cc1ccc(CCNC(=O)c2ccc3c(Cl)c4c(nc3c2)CCCC4)cc1 | 7% | 18µM* | -5%
O=C(COC(=O)c1ccc[n+]([O-])c1)Nc1ccc(Cl)cc1[N+](=O)[O-] | 2%[56.1 µM] | -19% | -3%
O=C(c1ccccc1)N1CCN(c2ccc(Cl)cc2)CC1 | 3% | u | -9%
CC(C)NC(=O)c1cc(-n2cnnc2)ccc1Cl | -4% | 14% | -4%
CC(=O)c1ccc(NC2OC(CO)C(O)C(O)C2O)cc1 (stereo unspecified) | 7% | -12% | -3%
CC[n+]1c(/C=C(\C)Nc2ccccc2)sc2ccccc21 | 3% | 18µM* | -12%
CC(=O)N1CCN(S(=O)(=O)c2cccc(C(=O)Nc3ccc(OC(F)F)cc3)c2)CC1 | 12%[0.0935 µM] | u | -20%
COc1ccc(CN2CC(C(=O)NCCN3CCOCC3)CC2=O)cc1 (stereo unspecified) | 5% | -6% | -7%
COC(=O)c1ccc(NC(=O)CCCN2C(=O)NC(C)(C)C2=O)cc1 | 9% | -37% | 0%
CC(=O)Nc1ccc(/C(C)=N/Nc2nc(Nc3cccc4ccccc34)nc(N3CCOCC3)n2)cc1 | -1% | 21µM* | -6%
O=c1cc(-c2ccccc2Cl)oc2c(NS(=O)(=O)c3cccc4nsnc34)ccc(O)c12 | x | -11% | -10%
COc1ccccc1CNC(=O)Cc1csc2nc(-c3ccc(F)cc3)cn12 | 7% | u | -1%
CN(C)S(=O)(=O)c1ccc(S(=O)(=O)N2CCCC(C(=O)NC3CC3)C2)cc1 (stereo unspecified) | u | u | -6%
N#Cc1ccccc1NC(=O)Cn1cnc2onc(-c3cccc(F)c3)c2c1=O | 3% | -11% | -7%
CCn1c(C)cc(/C=C2/NC(=O)N(c3ccccc3)C2=O)c1C | -1% | u | -11%
COc1ccc(NC(=O)c2cc(-c3ccccn3)nc3c(C)cc(C)cc23)c(C)c1 | 4% | u | -3%
Cc1ccc(NC(=S)N(Cc2cccs2)Cc2cc3cc(C)ccc3[nH]c2=O)cc1 | 3% | u | -5%
Cc1ccccc1Nc1sc(C(=O)c2ccc(F)cc2)c(N)c1C(=O)NCCc1ccccc1 | 12% | 18µM* | -8%
CCOc1cc(C(=O)OCc2cccc(OC)c2OC)ccc1OCC(=O)N1CCOCC1 | -12%[0.505 µM] | u | 1%
CCC1C(=O)NCCN1C(=O)c1ccc2nc(Cc3cccc(Cl)c3)oc2c1 (stereo unspecified) | 2%[56.1 µM] | u | -11%

Further structures
molecule | TDP1 inh | TDP1 cell noCPT | GCN5L2 inh
c1ccc2c(c1)nc1n2C2(N3CCOCC3)CCCC2C1N1CCOCC1 (stereo unspecified) | 0% | -14% | -4%
S=C1NC[C@H](CC2CCCCC2)N1CCc1cccc2ccccc12 | -8% | u | -24%
O=C(CNC(=O)c1cccs1)NCC(=O)OCc1c(F)cccc1Cl | 0% | -2% | -3%
COCCn1c(C)cc(O)c(C(c2ccccc2F)N2CCN(c3ccccc3)CC2)c1=O (stereo unspecified) | -5% | -19% | -9%
CC(C)[C@H](NC(=O)c1cccc(S(=O)(=O)N2CCOCC2)c1)C(=O)Nc1nc2ccccc2s1 | 5% | u | -4%
C=CCOc1cccc(C2C(C(=O)c3ccco3)=C(O)C(=O)N2CCN(CC)CC)c1 (stereo unspecified) | 1% | -11% | -9%
O=C(N/N=C/c1cc(Br)cc([N+](=O)[O-])c1O)c1ccc(NC(=O)c2ccc(F)cc2)cc1 | u | 15µM* | u
CCn1c(CNC(=O)c2cc(OC)c(OC)c(OC)c2)cc2ccccc21 | x | u | 4%
CC(=O)c1c(C)n(CC(=O)NCc2ccc3c(c2)OCO3)c2ccccc12 | 4% | 14µM* | 1%
COc1ccc(CNS(=O)(=O)c2ccc(-c3ccc(=O)[nH]n3)s2)cc1OC | -2% | 10% | -24%
CSc1ccc(-c2nc(CSCC(=O)NCCCN3CCCC3=O)c(C)o2)cc1 | 6% | -1% | -3%
